# AID2073: disruptors of CaV2.2 binding to Mint1 – biochemical, HTRF (AID 2073); inhibition, % at 20 µM; hits with a dose series show IC50 in µM; 290,000 compounds, 0.19% hits; HTRF protein-protein interaction, Mint1-CaV2.2; higher % means a stronger effect; in the data active means inhibition mostly above about 51%, no sharp cut-off; inconclusive means no clear call, values can overlap the other calls; inactive means mostly below about 53%; further: some results filed as inactive read as strong as hits
# RSV antiviral HEp-2: inhibition of RSV-induced cytopathic effect – HEp-2 cells, primary 10 µM value included (AID 2391). HEp-2 cells, RSV-induced CPE inhibition; higher % means a stronger effect. CPE inhibition, % at 10 µM, or IC50 in µM where a hit was titrated. 310,000 compounds, 0.13% hits; in the data active means a potency from the dose series; inconclusive means CPE inhibition mostly from about 23% at the one dose, without a potency; inactive means the rest, 99 in 100 with CPE inhibition below about 21%; further: strong numbers were not always called active
# LYP inhibition: inhibitors of LYP phosphatase, biochemical, fluorescence intensity, uHTS (AID 1779); recombinant LYP phosphatase, fluorescence intensity; higher % means a stronger effect; inhibition, % at 11.5 µM; hits with a dose series show IC50 in µM; 290,000 compounds, 0.054% hits; in the data active means inhibition above about 50%;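 further: plate controls were vehicle with enzyme for no effect and no enzyme for full effect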
# K1F lysis inhibition: protection from phage-mediated lysis, alamar blue read-out – E. coli UTI89, K1F phage, bacterial capsule biogenesis inhibitors (AID 488966). inhibition, % at 100 µM; hits with a dose series show IC50 in µM. 340,000 compounds, 0.02% hits. E. coli UTI89 K1F phage lysis, alamar blue, 2 h; higher % means a stronger effect;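 active means phage lysis inhibition, versus mean bacterial control, above a set limit; inconclusive means no clear call, values can overlap the other calls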;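 further: capsule biogenesis inhibitors block K1F phage lysis so surviving cells raise fluorescence; higher fluorescence means more inhibition of phage lysis; actives were called in the ten point dose series up to 300 µM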
# GPR35 antagonists: GPR35 antagonists blocking zaprinast-driven arrestin recruitment, primary screen, imaging, U2OS, beta-arrestin-GFP, zaprinast agonist (AID 2058); U2OS GPR35 beta-arrestin-GFP translocation imaging, zaprinast antagonism; higher % means a stronger effect; one-dose inhibition, % at 10 µM; IC50 in µM for titrated hits; 290,000 compounds, 0.052% hits;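 active means inhibition of at least 50% with at least 30 cells and total cytoplasm GFP at most 10,000,000; inconclusive means under 30 cells or total GFP of 10,000,000 plus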
# WT yeast gro inh: growth inhibition of WT yeast, mitochondrial fusion screen; mitochondrial fusion phenotypic screen, WT strain; inhibition, % at 10 µM; 190,000 compounds, 2.1% hits; in the data active means inhibition above about 58%; tested in S. cerevisiae
# NS5 inhibitors: flavivirus cap methylation enzyme inhibition – biochemical, confirmation dose response, primary screen (AID 588689); one-dose inhibition, % at 25 µM; IC50 in µM for titrated hits; Dengue-2 NS5 methyltransferase capping enzyme assay, biochemical; higher % means a stronger effect; 340,000 compounds, 0.3% hits; in the data active means a potency from the dose series; inconclusive means inhibition above about 29% without an active follow-up result
# NTR1 agonist: agonists of NTR1, primary screen, imaging, U2OS cells, beta-arrestin-GFP, high content (AID 493036); NTR1-U2OS beta-arrestin-GFP spot imaging, agonist mode; activation, % at 20 µM; 330,000 compounds, 0.17% hits;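 active means activation at or above 40% of the spot to cytoplasm intensity ratio, with at least 20 cells analyzed; inconclusive means wells under 20 cells, flagged as cytotoxic or low count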;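 further: 0% = DMSO without peptide and 100% = 100 nM NTR1 peptide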
# Target sequence (P30989 whole entry, looked up): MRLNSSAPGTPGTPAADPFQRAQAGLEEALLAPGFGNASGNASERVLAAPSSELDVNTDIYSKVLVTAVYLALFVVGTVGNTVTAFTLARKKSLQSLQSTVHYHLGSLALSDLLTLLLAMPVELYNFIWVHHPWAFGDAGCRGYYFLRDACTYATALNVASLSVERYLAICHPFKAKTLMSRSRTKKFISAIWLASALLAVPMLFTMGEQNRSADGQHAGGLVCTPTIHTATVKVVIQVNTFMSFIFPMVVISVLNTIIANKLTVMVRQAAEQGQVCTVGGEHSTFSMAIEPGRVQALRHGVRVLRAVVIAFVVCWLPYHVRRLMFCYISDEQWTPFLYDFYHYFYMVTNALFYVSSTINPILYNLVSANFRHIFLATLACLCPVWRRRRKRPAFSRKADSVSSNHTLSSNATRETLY
# Autophagy HCS: autophagy modulation, high-content screen; 190,000 compounds, 0.98% hits; MEF GFP-LC3 puncta imaging; test concentration mostly 10 µM; calls only at 10 µM (by protocol);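 active means percentage of spot-positive cells more than 3 SD above its plate mean, without a fluorescence outlier flag or 80% toxicity; inconclusive means no clear call, values can overlap the other calls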;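 further: spot-positive cell cutoff set from DMSO-treated cells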
# WT yeast gro inh mutant strain: also measured in WT yeast gro inh; calls as there; inhibition, %; mitochondrial fusion phenotypic screen, mutant strain inhibition
# Autophagy HCS cell loss 18 h: also measured in Autophagy HCS; calls as there; toxicity, %; measured here: cell loss, nuclei count;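 cell loss after 18 h compound exposure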
# NTR1 agonist cell count 20 µM: also measured in NTR1 agonist; calls as there; cell count; measured here: cell count, cytotoxicity flag
# Active calls of the source: *; i = inactive; ? = inconclusive; . = not tested or not shown; [ ] = dose if it differs, or a comment.
# Below each SMILES: LYP inhibition	WT yeast gro inh mutant strain	RSV antiviral HEp-2	NTR1 agonist	NTR1 agonist cell count 20 µM	K1F lysis inhibition	Autophagy HCS	GPR35 antagonists	AID2073	Autophagy HCS cell loss 18 h	NS5 inhibitors	WT yeast gro inh
1) O=C(COC(=O)c1ccccc1Br)NC1CCCC1
  -7.5%	.	1.5%	1.5	54	1.0%	.	3.3%	17.4%	.	-19.8%	.
2) CC(=O)N1CCC(=NNc2ccnc3cc(Cl)ccc23)CC1
  -3.8%	-1.9	4.5%	1.5	75	0.7%	i	16.3%	-0.4%	-8.8	-2.7%	26.8
3) O=C(c1cc2ccccc2o1)n1nnc2ccccc21
  -5.4%	6.9	0.5%	0.9	78	0.0%	i	-19.7%	-3.5%	11.3	-11.7%	38.8
4) Cc1ccc(S(=O)(=O)N2CCC(C(N)=O)CC2)cc1C(=O)NC1CCCCC1
  .	.	-0.8%	-0.8	50	1.0%[50 µM]	.	.	.	.	-5.8%	.
5) COc1ccc(C2=NOC(C(=O)NCc3cccnc3)C2)cc1OC (stereo not given)
  -2.8%	.	1.1%	0.2	97	-0.1%	.	5.7%	11.4%	.	2.6%	.
6) Cn1cnnc1Sc1cc(N2CCN(S(=O)(=O)c3ccc4ccccc4c3)CC2)ccc1[N+](=O)[O-]
  3.8%	1.1	19.2%	0.1	70	1.2%[50 µM]	i	-4.7%	10.0%	7.1	-7.1%	-0.9
7) O=C(c1ccc(Br)s1)N1CCCC1
  -6.6%	7.0	0.1%	-0.9	66	2.5%	i	-6.4%	3.3%	-2.4	2.4%	0.1
8) COc1cc(NC(=O)Cc2c(C(=O)O)n(C)c3ccccc23)cc(OC)c1OC
  -3.3%	1.9	3.9%	-0.5	36	0.6%	i	-7.4%	-3.6%	-3.5	-4.9%	-2.9
9) O=C(/C=C/Sc1ccccc1)c1ccc(Cl)cc1
  -8.1%	17.9	10.6%	15.9	63	0.2%	i	5.8%	-23.8%	4.8	-7.7%	9.9
10) COc1ccc(-c2c(=O)n(OC)c3ccccc3[n+]2[O-])cc1OC
  -3.9%	.	-0.5%	2.4	86	0.0%	.	-5.6%	-20.7%	.	-4.6%	.
11) O=C(Cn1cc(SCc2ccc(F)cc2)c2ccccc21)N1CCOCC1
  0.1%	-9.1	5.5%	-0.1	70	-0.1%	i	-0.9%	-18.5%	2.0	-6.5%	-19.6
12) O=C(NCCCn1ccnc1)C(=O)NCc1ccc(Cl)cc1
  -5.8%	10.2	-0.3%	-0.7	54	4.3%	i	-3.6%	9.6%	-10.7	3.2%	2.3
13) Clc1cc2c(nn1)Nc1ccccc1S2
  -8.4%	.	.	0.6	52	0.6%	.	-3.1%	-13.6%	.	6.2%	.
14) CCCc1nc(N)nc2c1C(=O)CC(C)(C)C2
  -9.1%	-0.5	0.5%	0.9	63	0.1%	i	7.0%	-5.5%	4.8	-2.0%	-3.5
15) O=C(CCCCCNC(=O)N1CCn2c1nc1ccccc12)N[C@@H](C(=O)O)c1ccccc1
  -8.5%	.	2.2%	-1.5	104	3.0%	.	-4.8%	0.9%	.	2.2%	.
16) C=CCC1(C#N)C(=S)NC(C)=C(C(=O)OCC)C1c1ccccc1 (stereo not given)
  -3.9%	.	40.3%	0.5	66	.	.	10.3%	-22.1%	.	.	.
17) COc1cccc(C(=O)C2CCCN(Cc3cccn3-c3ccccn3)C2)c1 (stereo not given)
  -7.6%	10.8	0.2%	2.5	44	-0.1%	i	-5.4%	11.9%	29.8	4.4%	13.2
18) Cn1ccc(=S)c2ccccc21
  -1.0%	-23.1	-0.1%	0.7	74	0.1%	i	11.8%	2.3%	12.3	-20.4%	-2.3
19) COCCCNC(=O)Cn1c(=O)n(Cc2ccccc2Cl)c(=O)c2cc(OC)c(OC)cc21
  -7.1%	4.8	-0.4%	0.3	60	-0.1%	i	-2.5%	14.1%	4.7	-7.8%	-6.3
20) O=c1cc(-c2ccc3c(c2)OCCO3)oc2ccc(Cl)cc12
  -2.3%	16.8	13.2%	-1.0	49	5.1%	i	-12.1%	16.9%	-15.2	-3.6%	4.1
21) COc1ccc([C@@H]2CC=C(C(=O)O)[C@H](c3ccc(F)cc3)N2S(=O)(=O)c2ccccc2C)cc1
  .	.	3.2%	12.1	87	-1.6%	.	.	.	.	-3.2%	.
22) O=C(COc1ccc([N+](=O)[O-])cc1)Nc1cccnc1
  1.7%	-2.9	5.8%	1.7	61	3.2%	i	-4.7%	0.7%	-12.5	-3.0%	3.1
23) CCOc1ccc(CCNC(=O)C2(c3ccccc3)CC2)cc1OCC
  -10.9%	.	0.2%	-0.5	65	0.0%	.	-2.8%	2.7%	.	-3.4%	.
24) O=C(NCCN1CCOCC1)C1CCN(c2nc3ccccc3o2)CC1
  -9.0%	-0.2	.	-0.2	77	0.9%	i	1.7%	-5.3%	6.2	-8.0%	-3.3
25) O=C(NC(=S)N1CCN(C/C=C/c2ccccc2)CC1)c1c(F)cccc1F
  -2.7%	-7.1	0.6%	2.4	58	1.6%[50 µM]	i	7.5%	-25.4%	5.8	-10.8%	3.1
26) c1ccc2c(c1)oc1c(NCCN3CCOCC3)ncnc12
  -3.4%	-18.1	0.2%	3.4	47	1.9%	i	7.1%	10.7%	-18.4	1.6%	-30.8
27) Cc1cccc(NC(=O)C2CCCN2S(=O)(=O)c2ccc(F)cc2)c1C (stereo not given)
  -9.5%	-15.4	0.0%	-1.3	97	0.5%	i	30.4%	-7.6%	17.4	5.7%	0.8
28) Cc1cccc(C)c1NC(=O)CNC(=O)C(NC(=O)c1ccc(C(C)(C)C)cc1)C(C)C (stereo not given)
  1.5%	21.1	4.5%	0.8	54	1.2%	i	-0.1%	-6.1%	5.8	-1.1%	3.9
29) COc1cc(CN2CCN(Cc3ccc4cc(F)ccc4n3)CC2CCO)cc(OC)c1 (stereo not given)
  -4.2%	.	5.0%	0.8	59	-0.1%	.	12.1%	0.1%	.	3.1%	.
30) CCOC(=O)c1sc(NC(=O)CSc2nnc(-c3ccco3)o2)c(C(=O)OCC)c1C
  4.3%	-1.9	0.7%	-0.1	53	0.4%	i	5.5%	9.3%	4.2	4.7%	10.4
31) COC(=O)Cc1csc(Nc2ccc(Cl)cc2)n1
  0.4%	60.0	8.8%	0.3	35	7.8%	i	-0.1%	3.6%	6.3	6.6%	49.6
32) COc1ccc2nc(N3CCN(C(=O)C4COc5ccccc5O4)CC3)sc2c1 (stereo not given)
  .	.	19.6%	0.1	66	0.8%[50 µM]	.	.	.	.	-4.4%	.
33) O=C(NNC(=O)c1c(O)c2ccccc2[nH]c1=O)c1ccccc1
  -8.4%	.	4.3%	4.5	47	0.4%	.	6.1%	0.9%	.	1.6%	.
34) CCCCOC(=O)Nc1ccc(N2CCOCC2)cc1
  -3.7%	-0.7	2.9%	2.7	70	1.1%	i	8.9%	-7.4%	2.5	10.2%	4.2
35) COCc1c(C#N)c(NCc2cc(OC)c(OC)c(OC)c2)nc(C)c1[N+](=O)[O-]
  -4.5%	.	0.5%	0.6	52	0.5%	.	-4.1%	5.1%	.	-4.6%	.
36) C=CCSC1=Nc2sccc2C2=NC(=O)CN12
  -7.3%	0.7	2.9%	0.1	49	0.4%	i	-8.3%	-6.6%	1.9	-12.5%	16.3
37) COC(=O)CSc1ncnc2c1cnn2-c1ccc(C)cc1C
  -5.0%	-1.7	1.8%	1.6	54	0.2%	i	0.4%	-5.7%	11.4	-1.5%	-0.5
38) Cc1ccc(Sc2ccc(/C=C3/C(=O)NN(c4ccccc4)C3=O)o2)cc1
  11.0%	.	-0.7%	3.7	62	0.1%	.	1.1%	9.9%	.	-2.6%	.
39) COc1ccc(C(=O)Nc2ccc(CN3CCOCC3)cc2)cc1
  -7.2%	.	0.0%	2.5	60	-3.5%	i	-15.0%	?	5.3	-4.8%	.
40) C=CCn1c(C)cc(C(=O)COC(=O)/C=C/c2ccc(OC)cc2)c1C
  -0.4%	-3.1	1.9%	0.5	25	-2.1%	i	8.9%	-9.9%	9.1	-14.0%	-0.8
41) O=C1OCCC1Sc1nnc(-c2ccccc2Cl)n1Cc1ccccc1 (stereo not given)
  -11.0%	2.5	2.3%	16.0	46	1.1%[50 µM]	i	34.8%	10.4%	-0.6	-4.5%	-8.9
42) COc1ccc(OC)c(N(CC(=O)Nc2ccccc2)S(C)(=O)=O)c1
  -5.1%	-13.5	-0.3%	-0.3	40	2.2%	i	-4.7%	3.3%	11.8	-2.0%	-21.1
43) CCOC(=O)Cc1csc(NC(=O)CCC(=O)O)n1
  -9.3%	.	0.0%	0.4	53	.	.	-3.1%	-9.0%	.	.	.
44) CCc1c(C(=O)Nc2ccccc2C(N)=O)csc1C
  -10.0%	.	1.6%	2.3	62	0.1%[50 µM]	.	18.8%	3.1%	.	-4.6%	.
45) O=C(COc1cc2oc(=O)c3c(c2cc1Cl)CCCC3)NCc1cccnc1
  -7.4%	.	-0.7%	1.4	48	-0.2%	.	-2.4%	5.3%	.	-9.1%	.
46) O=C(O)C1Cc2ccccc2CN1S(=O)(=O)/C=C/c1ccccc1 (stereo not given)
  -2.9%	-4.0	1.4%	-0.9	26	-0.1%	i	-5.3%	5.0%	13.1	-5.6%	0.4
47) COc1cc(NC(=O)c2cc3c(CO)cnc(C)c3oc2=Nc2cccc(C(N)=O)c2)cc(OC)c1
  -9.4%	.	0.4%	3.7	87	0.1%	.	-0.8%	8.5%	.	1.9%	.
48) CCC(=O)N(CCCN(C)C)c1nc(-c2cc(OC)ccc2OC)cs1
  -0.8%	17.1	-1.2%	-0.4	74	0.0%	i	-15.5%	-4.3%	6.4	-5.7%	8.8
49) COc1ccccc1CNC(=O)C1CC(c2ccccc2F)=NO1 (stereo not given)
  -11.7%	.	1.5%	-5.2	77	1.1%	.	-17.5%	-1.7%	.	2.5%	.
50) CCOC(=O)c1cccc(NC(=O)CSc2nnc(-c3cccnc3)n2C)c1
  -2.1%	-6.8	0.2%	-1.8	62	0.1%	i	-2.2%	-0.9%	-9.5	-6.4%	-2.7
51) COc1ccc(C(CNC(=O)c2ccc(Br)o2)N2CCN(C)CC2)cc1 (stereo not given)
  .	.	-1.8%	-1.0	56	0.3%[50 µM]	.	.	.	.	2.2%	.
52) Cc1cc(C)cc(NC(=O)COc2coc(CN3CCc4ccccc43)cc2=O)c1
  .	.	0.9%	0.7	64	0.3%[50 µM]	.	.	.	.	0.0%	.
53) COCCn1c(C)cc(C(=O)COC(=O)c2ccc(N3CCCC3=O)cc2)c1C
  -1.8%	-14.0	0.8%	0.5	77	0.7%	i	7.6%	0.7%	-2.5	-0.8%	-11.9
54) COc1cc(OC)cc(-c2nc(-c3ccccc3OC)no2)c1
  -5.6%	-2.2	2.7%	2.2	65	0.0%	i	-10.4%	13.9%	-1.8	-0.8%	-10.2
55) CC(=O)Nc1ccc(N2Cc3ccccc3C2)cc1
  -8.5%	.	1.0%	1.9	53	0.3%	.	3.8%	24.2%	.	-6.8%	.

# High-throughput results: PubChem, several laboratories
